Screening data from PubChem.
TRb-SRC2 inh = disrupts binding of human TR beta to SRC2; Potency, µM (titrated, usually from 106 µM), for the others: top-dose activity change, negative = inhibition, actives largely listed as inhibitors; TRbeta-SRC2 peptide binding, fluorescence polarization; receptor liganded with 1 µM T3; actives 0.065% (n = 280,000); P10828; AID 1469;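 further: plate controls were bound peptide for no effect and peptide without receptor for full effect; nearly all actives have a fitted effect of over 50% in size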
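Read-out is fluorescence polarization (555 nm excitation, 632 nm emission) of a Texas Red SRC2 coactivator peptide; loss of signal reflects blocked binding to human TRb ligand-binding domain in the presence of 1 uM T3.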
L3MBTL1 block = L3MBTL1 (human) inhibition; Potency, µM (top dose mostly 57.1 µM), inactives show top-dose activity, negative = inhibition, hits mostly inhibitors; AID 485360; Q9Y468; AlphaScreen L3MBTL1–H3K9me1 peptide binding; actives 0.66% (n = 230,000); further: on the % scale 0 is the no-effect control and ±100 the full control effect; nearly all actives have a fitted effect of over 60% in size
Target sequence (Q9Y468 whole entry, looked up): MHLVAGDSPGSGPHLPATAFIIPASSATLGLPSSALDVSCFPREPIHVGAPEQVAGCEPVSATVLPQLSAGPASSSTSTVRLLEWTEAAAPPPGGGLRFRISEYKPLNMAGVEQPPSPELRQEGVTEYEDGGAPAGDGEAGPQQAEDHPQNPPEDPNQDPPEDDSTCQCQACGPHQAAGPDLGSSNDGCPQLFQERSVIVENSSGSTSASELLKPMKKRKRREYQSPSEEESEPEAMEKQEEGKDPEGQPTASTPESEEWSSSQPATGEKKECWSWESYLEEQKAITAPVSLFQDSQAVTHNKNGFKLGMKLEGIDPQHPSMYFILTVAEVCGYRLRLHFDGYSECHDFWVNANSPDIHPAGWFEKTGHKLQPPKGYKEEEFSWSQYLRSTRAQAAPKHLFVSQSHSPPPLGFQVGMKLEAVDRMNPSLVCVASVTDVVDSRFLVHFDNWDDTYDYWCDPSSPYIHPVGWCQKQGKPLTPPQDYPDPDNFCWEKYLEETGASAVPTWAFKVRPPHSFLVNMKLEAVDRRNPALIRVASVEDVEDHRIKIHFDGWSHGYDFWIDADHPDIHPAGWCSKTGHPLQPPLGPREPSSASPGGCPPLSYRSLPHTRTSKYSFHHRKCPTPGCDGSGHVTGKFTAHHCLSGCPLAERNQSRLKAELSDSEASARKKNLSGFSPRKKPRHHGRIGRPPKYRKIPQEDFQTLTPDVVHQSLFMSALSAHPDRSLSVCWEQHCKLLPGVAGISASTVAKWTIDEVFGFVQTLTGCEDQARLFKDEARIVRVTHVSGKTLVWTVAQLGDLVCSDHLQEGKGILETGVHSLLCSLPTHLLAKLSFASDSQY
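L3MBTL1 50 nM + b-AHA-H3(1-15)K9me1 75 nM, 30 min RT; compound added, 30 min RT; streptavidin donor/Ni-chelate acceptor beads 10 ug/mL each final, 30 min RT dark; AlphaScreen read.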
Tau fluor cs = counter-screen for tau fibril formation inhibitors; tau K18 P301L Alexa594 fluorescence, heparin fibrillization; Potency, µM (doses to about 57.7 µM), for inactives: at the top dose activity change, negative = decrease; actives 0.93% (n = 280,000); AID 1463; further: on the % scale 0 is the no-effect control and ±100 the full control effect; nearly all actives have a fitted effect of over 55% in size
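Human tau K18 P301L (15 uM unlabeled, 0.24 uM Alexa 594-labeled) in 100 mM sodium acetate pH 7 with 20 uM heparin, 6 hr at 37 C. ThT 30 uM added, 1 hr ambient; Alexa 594 FP and total fluorescence read at 555/632 nm.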
TR SRC2 fluor cs = counter-screen for TRb-SRC2 inhibitors: fluorescence interference | TRb/SRC2 Texas Red total fluorescence interference | actives 0.29% (n = 280,000) | Potency, µM (titrated, usually from 106 µM), for the others: at the highest dose fluorescence change, negative = quenching; active means well fitted curve in either direction with a large enough effect; inconclusive means small, poorly fitted or top-dose-only effect; further: on the % scale 0 is the no-effect control and ±100 the full control effect
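Human TRβ ligand-binding domain (0.6 uM) and Texas Red SRC2 peptide (20 nM) in Tris buffer with 1 uM T3 and 5% DMSO were incubated with pinned compound for 5 hr at ambient temperature. Total fluorescence was computed as S + 2P (555/632 nm).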
Tau fibril ThT = tau fibrillization inhibition (ThT binding). recombinant tau K18 P301L (four-repeat tau fragment), heparin-induced fibrillization, ThT fluorescence. Potency, µM (highest dose often 57.4 µM), for inactives: top-dose activity, negative = inhibition, actives largely listed as inhibitors. actives 2.1% (n = 270,000); further: on the % scale 0 is the no-effect control and ±100 the full control effect; nearly all actives have a fitted effect of over 55% in size
Target sequence (P10636 561-689 P618L limits assumed): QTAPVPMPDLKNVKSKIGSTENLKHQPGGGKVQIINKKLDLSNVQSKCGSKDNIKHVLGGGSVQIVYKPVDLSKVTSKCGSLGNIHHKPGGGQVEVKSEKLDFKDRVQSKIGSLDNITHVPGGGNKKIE
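Aggregation was driven by heparin (20 uM final) acting on recombinant tau […] bearing P301L in 100 mM sodium acetate pH 7; fibrils were detected with Thioflavin T.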
HTT cytoprotect = cytoprotection in Huntington HTT-Q103 PC12 cell model | PC12 HTT-Q103 induced, cytoprotection, ATP luminescence, 40 h | actives 0.14% (n = 230,000) | AID 1471 | Potency, µM (titrated, usually from 56.4 µM), without a hit: cytoprotection (ATP increase), usual class: activators;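 further: % of control where 0% means no effect; nearly all actives have a fitted effect of over 45% in size; toxic huntingtin expression switched on by the ecdysone agonist tebufenozide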
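Readout: ATPlite luminescence (ATP level). Model: stable PC12, inducible Htt exon1 Q103-GFP. Inducer: tebufenozide, 100 nM final. Compounds: dose series. No G418 in medium.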
RECQ1 helicase = inhibitors of human RECQ1 DNA helicase. P46063. AID 2549. RECQ1 DNA unwinding, red fluorescence kinetic read. Potency, µM (doses to about 57.3 µM), without a hit: at the highest dose activity, negative = inhibition, actives largely listed as inhibitors. actives 0.54% (n = 240,000);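 further: plate controls were vehicle for no effect and no enzyme for full effect; nearly all actives have a fitted effect of over 30% in size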
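RECQ1T1 50 nM; forked duplex (20 bp + 30-nt ss tails) 200 nM, ATP 2 mM final; pH 8.0, 2 mM MgCl2, 2.5 ug/ml poly(dI-dC); 15 min compound preincubation; discontinuous kinetic read over 2 h at RT.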
Tau fibril FP = blocks human tau fibril formation measured by polarization; actives 0.39% (n = 280,000); P10636; Potency, µM (top dose mostly 57.7 µM), inactives show at the top dose activity, negative = inhibition, hits mostly inhibitors; K18 P301L tau heparin fibrillization, Alexa594 FP, 6 h; further: on the % scale 0 is the no-effect control and ±100 the full control effect; nearly all actives have a fitted effect of over 55% in size
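Recombinant K18 P301L […], labeled with Alexa 594 at 0.24 uM over 15 uM unlabeled; heparin inducer 20 uM final; 37 C, 6 hr; FP endpoint.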
* = called active by the depositor; [ ] = remark or other dose. Unless noted, the call rests on the fitted dose curve; in most records, active means well fitted curve in the direction sought with a large enough effect; inconclusive means small, poorly fitted or top-dose-only effect, or another doubt; inactive means no such curve, though single readings can be large; an effect the other way counts as inactive or inconclusive. Potency means the concentration at half of the fitted maximal effect.

Screening CC(C)(C)c1ccc(C(=O)NCCCN2CCN(CCCNC(=O)c3ccc(C(C)(C)C)cc3)CC2)cc1 returned TRb-SRC2 inh -10%, L3MBTL1 block -1%, Tau fluor cs -13%, TR SRC2 fluor cs -2%, Tau fibril ThT inconclusive, HTT cytoprotect -54%[inhibitor][10 µM], RECQ1 helicase inactive and Tau fibril FP -8%.
Cc1cc2ccccc2c(=O)n1CC(=O)NCc1ccco1 was read as TRb-SRC2 inh -15%, Tau fluor cs -2%, TR SRC2 fluor cs 3%, Tau fibril ThT 3%, HTT cytoprotect -5%, RECQ1 helicase -8% and Tau fibril FP -13%.
Screening COc1ccccc1-c1cc(C(=O)NCc2ccco2)no1 returned TRb-SRC2 inh 5%, L3MBTL1 block -1%, Tau fluor cs -15%, TR SRC2 fluor cs 1%, Tau fibril ThT -6%, HTT cytoprotect -17%, RECQ1 helicase inactive and Tau fibril FP 3%.
For COc1ccc(C(=O)N/N=c2\oc3ccccc3cc2C(=O)NCc2ccccc2)cc1 the results were TRb-SRC2 inh 8%, L3MBTL1 block 7%, Tau fluor cs -24%, TR SRC2 fluor cs 4%, Tau fibril ThT inconclusive, HTT cytoprotect -10%[10 µM], RECQ1 helicase -4% and Tau fibril FP -10%.
`CCOC(=O)c1c[nH]n2c(=O)cc(C)nc12` gave TRb-SRC2 inh 3%, L3MBTL1 block 0%, Tau fluor cs 1%, TR SRC2 fluor cs -2%, Tau fibril ThT -2%, HTT cytoprotect 17%[10 µM], RECQ1 helicase inactive and Tau fibril FP 1%.
Screening CCc1cccc(NC(=O)C(Cc2ccccc2)NS(=O)(=O)c2cccs2)c1 (configuration not stated) returned TRb-SRC2 inh -5%, Tau fluor cs inconclusive, TR SRC2 fluor cs 0%, Tau fibril ThT -3% and Tau fibril FP -14%.
Cc1ccc(S(=O)(=O)N2CC=C(c3ccc(F)cc3)CC2)cc1 was read as TRb-SRC2 inh 7%, L3MBTL1 block 27%, Tau fluor cs -20%, TR SRC2 fluor cs inconclusive, Tau fibril ThT -9%, HTT cytoprotect -9%[1.9 µM], RECQ1 helicase -2% and Tau fibril FP -3%.
Screening O=C1CCCC(O)=C1C=Nc1ccc2c(c1)oc1ccccc12 returned TRb-SRC2 inh -7%, L3MBTL1 block 4%[11.4 µM], Tau fluor cs -12%, TR SRC2 fluor cs 0%, Tau fibril ThT inconclusive, HTT cytoprotect -10%, RECQ1 helicase -5% and Tau fibril FP -3%.
`CCOC(=O)Cn1c(S(=O)(=O)Cc2ccc(F)cc2)nc(-c2ccccc2)c1-c1ccccc1` gave TRb-SRC2 inh -2%, L3MBTL1 block -5%, Tau fluor cs -11%, TR SRC2 fluor cs 0%, Tau fibril ThT -9%, HTT cytoprotect -42%[inhibitor], RECQ1 helicase -9% and Tau fibril FP 6%.
CCOC(=O)CN(C(=O)CSc1nnc(-c2cccc(OC)c2)o1)c1ccc(F)cc1 was read as TRb-SRC2 inh 9%, L3MBTL1 block -21%, Tau fluor cs 0%, TR SRC2 fluor cs 0%, Tau fibril ThT 2%, HTT cytoprotect 5%, RECQ1 helicase -4% and Tau fibril FP -4%.
Screening Cc1ccccc1-c1nc(SCC(=O)NCC2CCCO2)c2c(=O)n(C)c(=O)n(C)c2n1 (configuration not stated) returned TRb-SRC2 inh -11%, Tau fluor cs -11%, TR SRC2 fluor cs -2%, Tau fibril ThT -8% and Tau fibril FP -10%.
`COCCCNCCOCCOc1ccc(Cl)cc1Br` gave TRb-SRC2 inh -4%, L3MBTL1 block 9%, Tau fluor cs -7%, TR SRC2 fluor cs -3%, Tau fibril ThT -6%, HTT cytoprotect -51%[10 µM], RECQ1 helicase inactive and Tau fibril FP 5%.
`O=C(CSc1nnc(CNc2ccc(F)cc2)o1)N1c2ccccc2Sc2ccccc21` gave TRb-SRC2 inh -13%, L3MBTL1 block -25%, Tau fluor cs inconclusive, TR SRC2 fluor cs -4%, Tau fibril ThT 1%, HTT cytoprotect -12%, RECQ1 helicase -16% and Tau fibril FP 9%.
Cc1ccc(S(=O)(=O)N/N=C/c2ccc(O)c(O)c2)cc1[N+](=O)[O-] was read as TRb-SRC2 inh -3%, L3MBTL1 block -9%, Tau fluor cs -25%, TR SRC2 fluor cs -4%, Tau fibril ThT inconclusive, HTT cytoprotect -27%, RECQ1 helicase -3% and Tau fibril FP -2%.
Cc1cccc(NC(=O)c2ccc(OC3CSC3)cc2)c1 was read as TRb-SRC2 inh -6%, L3MBTL1 block 1%, Tau fluor cs -11%, TR SRC2 fluor cs -2%, Tau fibril ThT -16%, RECQ1 helicase -4% and Tau fibril FP -8%.
Screening CCOc1ccc(NC(=O)Cn2cc(S(=O)(=O)NC)c(S(=O)(=O)NC)c2)cc1 returned TRb-SRC2 inh -7%, Tau fluor cs -12%, TR SRC2 fluor cs -1%, Tau fibril ThT -8% and Tau fibril FP 5%.
Screening O=C1c2ccccc2C(Nc2ccc(S(=O)(=O)N3CCOCC3)cc2)N1Cc1ccco1 (configuration not stated) returned TRb-SRC2 inh -7%, Tau fluor cs -11%, TR SRC2 fluor cs -6%, Tau fibril ThT -8%, HTT cytoprotect -31%[inhibitor], RECQ1 helicase -8% and Tau fibril FP 2%.
S=C(NCc1ccccc1)N1CCN(Cc2ccc3c(c2)OCO3)CC1 was read as TRb-SRC2 inh 0%, L3MBTL1 block -9%, Tau fluor cs 4%, TR SRC2 fluor cs 2%, Tau fibril ThT 2%, HTT cytoprotect -6%[10 µM], RECQ1 helicase inactive and Tau fibril FP -5%.
For Nc1nc(SCC(=O)Nc2ccccc2Sc2ccc(Cl)cc2)n[nH]1 the results were TRb-SRC2 inh -9%, L3MBTL1 block -5%, Tau fluor cs -23%, TR SRC2 fluor cs -7%, Tau fibril ThT -3%, HTT cytoprotect -12%, RECQ1 helicase -3% and Tau fibril FP 10%.
`Cn1c(C(=O)NCCN2CCc3ccccc3C2)cc2c(=O)[nH]c3ccccc3c21` gave TRb-SRC2 inh -7%, L3MBTL1 block -6%, Tau fluor cs -14%, TR SRC2 fluor cs -7%, Tau fibril ThT inconclusive, HTT cytoprotect -29%, RECQ1 helicase 12% and Tau fibril FP -3%.

Pulled by structure from the entries so far:
For Nc1nc(SCC(=O)Nc2ccccc2Sc2ccc(Cl)cc2)n[nH]1 the results were TRb-SRC2 inh -9%, L3MBTL1 block -5%, Tau fluor cs -23%, TR SRC2 fluor cs -7%, Tau fibril ThT -3%, HTT cytoprotect -12%, RECQ1 helicase -3% and Tau fibril FP 10%.
`COCCCNCCOCCOc1ccc(Cl)cc1Br` gave TRb-SRC2 inh -4%, L3MBTL1 block 9%, Tau fluor cs -7%, TR SRC2 fluor cs -3%, Tau fibril ThT -6%, HTT cytoprotect -51%[10 µM], RECQ1 helicase inactive and Tau fibril FP 5%.
`Cn1c(C(=O)NCCN2CCc3ccccc3C2)cc2c(=O)[nH]c3ccccc3c21` gave TRb-SRC2 inh -7%, L3MBTL1 block -6%, Tau fluor cs -14%, TR SRC2 fluor cs -7%, Tau fibril ThT inconclusive, HTT cytoprotect -29%, RECQ1 helicase 12% and Tau fibril FP -3%.
Cc1ccc(S(=O)(=O)N/N=C/c2ccc(O)c(O)c2)cc1[N+](=O)[O-] was read as TRb-SRC2 inh -3%, L3MBTL1 block -9%, Tau fluor cs -25%, TR SRC2 fluor cs -4%, Tau fibril ThT inconclusive, HTT cytoprotect -27%, RECQ1 helicase -3% and Tau fibril FP -2%.

(next part)
Clc1ccc(COc2cccc(CNCc3ccncc3)c2)cc1 was read as TRb-SRC2 inh -1%, L3MBTL1 block -3%, Tau fluor cs -9%, TR SRC2 fluor cs -2%, Tau fibril ThT -5%, HTT cytoprotect 10%[10 µM], RECQ1 helicase inactive and Tau fibril FP 7%.
O=C(NCCCc1nc2ccccc2n1Cc1c(F)cccc1Cl)C1CCCCC1 was read as TRb-SRC2 inh 1%, Tau fluor cs -4%, TR SRC2 fluor cs 0%, Tau fibril ThT -1% and Tau fibril FP -5%.
For NC(=S)NNC(N)=S the results were TRb-SRC2 inh 11%[201 µM], TR SRC2 fluor cs 5%[201 µM], HTT cytoprotect -10% and RECQ1 helicase 6%.
Cc1cc(C)c2sc(NC(=O)c3ccc(N4C(=O)CCC4=O)cc3)nc2c1 was read as TRb-SRC2 inh 2%, L3MBTL1 block -3%, Tau fluor cs -13%, TR SRC2 fluor cs -2%, Tau fibril ThT 3%, HTT cytoprotect 10%[10 µM], RECQ1 helicase inactive and Tau fibril FP -3%.
Cc1nc2nc(-c3ccc(Cl)cc3)cn2nc1C was read as TRb-SRC2 inh -5%, Tau fluor cs -8%, TR SRC2 fluor cs 0%, Tau fibril ThT inconclusive, HTT cytoprotect -24%, RECQ1 helicase -3% and Tau fibril FP -1%.
For CC1CCC/C(=N\NC(=O)COc2ccccc2Cl)C1 (configuration not stated) the results were TRb-SRC2 inh 1%, L3MBTL1 block -9%, Tau fluor cs -2%, TR SRC2 fluor cs -2%, Tau fibril ThT -5%, HTT cytoprotect -1%[10 µM], RECQ1 helicase -7% and Tau fibril FP -3%.
For O=C(NC1CCCCC1)c1ccc(CSc2nc3ccncc3n2Cc2ccccc2)cc1 the results were TRb-SRC2 inh 7%, Tau fluor cs -17%, TR SRC2 fluor cs -2%, Tau fibril ThT 2% and Tau fibril FP -3%.
For COc1cc(NC(C)=O)c2ncccc2c1NC(C)=O the results were TRb-SRC2 inh -6%, Tau fluor cs -14%, TR SRC2 fluor cs -2%, Tau fibril ThT -13%, HTT cytoprotect -6%[10 µM], RECQ1 helicase inactive and Tau fibril FP -3%.
Screening O=C(Nc1ccc(F)cc1F)c1cc(-c2ccco2)on1 returned TRb-SRC2 inh 3%, L3MBTL1 block 3%, Tau fluor cs -5%, TR SRC2 fluor cs 0%, Tau fibril ThT -14%, HTT cytoprotect -28%, RECQ1 helicase -8% and Tau fibril FP -6%.

Only part of the results is shown; count on the stated rates, not on these rows.
